# High-throughput results deposited in PubChem BioAssay by several laboratories.
# hERG protect: shields human hERG channel from block by proarrhythmic agents. Q12809. CHO-hERG, FluxOR thallium flux, dofetilide IC70 present. activation (rescue from dofetilide block), less the hit threshold, % at 10 µM. actives 0.51% (n = 310,000). AID 1511;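 active = activation above the mean of controls blocked by dofetilide plus 5 SD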;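 note: thallium influx through hERG after potassium depolarization seen as dye fluorescence rise; in these data hits start at about 4.7%; inactives centre near -7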
# KCNQ1 block: human KCNQ1 channel inhibition; P51787; CHO-K1 KCNQ1, FluxOR thallium flux fluorescence; active compounds read high; B-score at 10 µM; actives 1.3% (n = 310,000);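 active = compounds whose thallium flux B-score, printed positive for inhibition, exceeds three library SD while starting fluorescence stays within three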;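 note: channel opened by potassium depolarization with thallium stimulus after 20 min compound exposure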
# KCNK9 block: inhibitors of human KCNK9 two-pore domain potassium channel; Q9NPC2; HEK293 KCNK9, FluxOR thallium flux fluorescence; active compounds read low; B-score at 10 µM; actives 1.2% (n = 310,000);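 active = ratio B-score over 3 SD below the library mean, with starting fluorescence within 5 SD of its mean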;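 note: negative B-score means less thallium flux so channel inhibition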
# Target sequence (Q9NPC2 whole entry, looked up, the tested form may be a part): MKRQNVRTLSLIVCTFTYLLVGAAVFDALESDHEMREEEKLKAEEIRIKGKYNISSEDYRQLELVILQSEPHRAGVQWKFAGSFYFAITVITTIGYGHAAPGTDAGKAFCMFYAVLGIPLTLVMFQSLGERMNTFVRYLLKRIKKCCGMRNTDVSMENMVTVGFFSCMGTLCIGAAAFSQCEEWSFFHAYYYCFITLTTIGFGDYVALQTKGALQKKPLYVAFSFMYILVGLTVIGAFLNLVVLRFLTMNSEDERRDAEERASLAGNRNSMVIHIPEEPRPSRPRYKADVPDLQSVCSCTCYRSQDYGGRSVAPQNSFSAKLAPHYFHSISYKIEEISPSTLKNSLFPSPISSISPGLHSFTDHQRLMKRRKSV
# PolyA inhibitor: yeast polyadenylation inhibition. S. cerevisiae SKY197-pL101 polyadenylation reporter, beta-gal luminescence; efflux-impaired pdr1/pdr3 knockout yeast; score 100 = 6 SD above DMSO. calls only at 12 µM. actives 0.02% (n = 300,000). AID 1875;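 active = lowest replicate activity score at least 50, where 100 means six control SD above control mean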;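 note: yeast exposed to compound for 9 h at 30 °C; higher score means more reporter readthrough which indicates perturbed polyadenylation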
# GSK3B inh: blocks human GSK3beta kinase activity; P49841; GST-GSK3beta kinase, ADP-Glo luminescence, 60 min; active compounds read low; activity score (negative = inhibition), % at 10 µM; actives 0.038% (n = 300,000);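 active = more than half of replicate wells score below -50%, meaning over 50% inhibition versus plate controls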;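 note: 0% = median DMSO wells and -100% = median GW8510 positive control wells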
#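 Test system – GST-tagged human GSK3beta kinase, cell-free · Incubation – 60 min enzyme reaction, room temperature · Signal – ADP-Glo luminescence · Also added – peptide substrate and ATP at 25 µM · Controls – DMSO neutral wells and GW8510 at 20 µM as positive · Buffer or medium – Tris/MgCl2 kinase buffer · Measure – Luminescence-derived activity versus plate DMSO and GW8510 wells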
# GSK3A inh: inhibitors of human GSK-3 alpha kinase; ADP-Glo luminescence, 60 min; inhibition, % at 10 µM; actives 0.1% (n = 320,000);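 in the data active = inhibition above about 50%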;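 note: GST-tagged GSK-3 alpha with peptide substrate and 25 µM ATP; 0% = DMSO neutral wells and 100% = GW8510 positive control wells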
# Target sequence (P49840 whole entry, looked up): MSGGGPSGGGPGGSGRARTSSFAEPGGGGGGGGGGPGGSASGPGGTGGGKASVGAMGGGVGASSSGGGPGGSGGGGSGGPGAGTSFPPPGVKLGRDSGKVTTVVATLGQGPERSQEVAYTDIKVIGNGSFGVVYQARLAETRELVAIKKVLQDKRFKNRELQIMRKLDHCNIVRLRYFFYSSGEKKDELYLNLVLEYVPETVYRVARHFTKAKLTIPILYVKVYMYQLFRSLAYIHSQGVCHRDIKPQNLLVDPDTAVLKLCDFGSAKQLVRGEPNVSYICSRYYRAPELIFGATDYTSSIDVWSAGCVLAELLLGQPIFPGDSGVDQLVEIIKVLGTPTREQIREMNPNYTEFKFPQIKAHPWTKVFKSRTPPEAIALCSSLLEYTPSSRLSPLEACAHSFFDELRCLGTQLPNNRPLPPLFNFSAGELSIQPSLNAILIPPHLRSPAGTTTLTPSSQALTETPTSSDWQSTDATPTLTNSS
# RGS4 pot: RGS4 potentiation or activation. HEK293 M3R/inducible RGS4, carbachol calcium flux Fluo4; active compounds read low. B-score at 10 µM. actives 0.92% (n = 310,000). AID 463111;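 active = B-score of the integrated calcium signal more than 4 SD below the library mean, with starting fluorescence not abnormally high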;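 note: negative B-score means reduced calcium response which marks RGS4 activation or potentiation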
#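 System – HEK293 FlpIn-TREx cells, stable M3R, doxycycline-inducible RGS4 · Reagent – ECmax carbachol challenge · Times – compound preincubation 20 min at room temperature before agonist · Technique – Fluo4 fluorescence kinetic imaging of calcium · Measure – B score of integrated Fluo4 ratio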
# RGS4 inh: human RGS4 inhibition. P49798. HEK293 M3R/RGS4 inducible, Fluo-4 calcium flux; active compounds read high; triggered by carbachol at its EC20. B-score at 10 µM. actives 0.45% (n = 310,000). AID 463165;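 active = B-score, a plate-corrected calcium signal, over three deviations above library mean, with baseline fluorescence within five deviations of library mean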;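 note: RGS4 expression induced by doxycycline in cells with stable M3 receptor; B-score is computed from the integrated fluorescence ratio over baseline after carbachol; higher B-score means a larger calcium signal and so more RGS4 inhibition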
# Target sequence (P49798 whole entry, looked up): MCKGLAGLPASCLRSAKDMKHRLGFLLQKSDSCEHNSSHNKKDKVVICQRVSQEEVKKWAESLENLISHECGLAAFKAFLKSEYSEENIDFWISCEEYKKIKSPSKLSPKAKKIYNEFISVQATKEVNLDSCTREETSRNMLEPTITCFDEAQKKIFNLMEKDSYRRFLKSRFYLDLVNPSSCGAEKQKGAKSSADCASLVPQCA
# KCNQ1 act: potentiators or activators of human KCNQ1 potassium channel; P51787; CHO-K1 KCNQ1, thallium flux FluxOR fluorescence; active compounds read high; B-score at 10 µM; actives 0.35% (n = 310,000); AID 2648;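 active = fluorescence ratio B-score, a plate-corrected score, at least three library SD, with initial intensity B-score within 5 SD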
#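 Schedule – 37 °C overnight plating, 90-min dark dye load, 20-min compound pretreatment · System – stable KCNQ1 CHO-K1 line · Probe or stimulus – thallium- and potassium-containing depolarizing buffer · Measured by – kinetic FluxOR fluorescence, 10 s baseline plus 110 s post-stimulus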
# KCNK3 inh: human KCNK3 channel inhibition, primary screen. CHO-KCNK3 thallium flux, FluxOR fluorescence; active compounds read low. actives 0.84% (n = 340,000). B-score at 10 µM. O14649;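 active = B-score under library mean minus 4 SD, starting fluorescence ratio at most library mean plus 5 SD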;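 note: more negative B-score means stronger inhibition of thallium flux through KCNK3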
# Dyrk1A ADPGlo: blocks rat Dyrk1A kinase activity. Q63470. ADP-Glo luminescence, NFATc1 peptide. inhibition, % at 12.5 µM. actives 0.43% (n = 310,000); in the data active = inhibition above about 50%;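 note: plate controls were vehicle with enzyme for no effect and no enzyme for full effect; many of its hits are not listed in these tables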
# * marks the source's active call; other numbers are inactive results; i = inactive; · = no result given. The list is partial. The share of hits here may be higher or lower than overall.
SMILES,hERG protect,KCNQ1 block,KCNK9 block,PolyA inhibitor,GSK3B inh,GSK3A inh,RGS4 pot,RGS4 inh,KCNQ1 act,KCNK3 inh,Dyrk1A ADPGlo
O=C(Cn1ncc2c3ccccc3n(Cc3ccc(Cl)cc3)c2c1=O)NCCCN1CCCC1=O,-8,i,i,i,0,2,i,i,i,i,·
O=C(Nc1cc(S(=O)(=O)N2CCOCC2)ccc1Cl)c1cc(=O)c2ccccc2o1,-17,i,i,i,-22,-1,i,i,i,i,-7
CCN(CC(=O)NCCCn1ccnc1)S(=O)(=O)c1ccc(C)cc1,-11,i,i,i,0,-1,i,i,i,i,1
CCOC(=O)c1cnc2cc(F)c(F)cc2c1N1CCN(C)CC1,-2,i,i,i,-5,1,i,i,i,i,1
CC(C)NC(=O)c1ccccc1NC(=O)C1CC(=O)N(C(C)C)C1 (configuration not stated),-3,i,i,i,2,0,i,i,i,i,3
Cc1nc2sccn2c(=O)c1S(=O)(=O)N1CCN(c2ccccc2)CC1,-9,i,i,i,-1,-3,i,i,i,i,0
Cc1ccc(NC(=O)CCS(=O)(=O)c2cc3c(cc2Cl)NC(=O)CO3)cc1,-7,i,i,i,-1,-2,i,i,i,i,3
CC(=O)c1ccc(NC(=S)NC(=O)c2c(Cl)c(C)nn2C)cc1,-3,i,i,i,3,2,i,i,11*,i,-5
O=C(CNC(=O)c1ccco1)NCc1nc2ccccc2[nH]1,-12,i,i,i,-1,-1,i,i,i,i,-1
CN1CCc2c(sc3c2C(=O)NC(c2cccs2)N3)C1 (configuration not stated),-7,i,i,i,-4,1,i,i,i,i,·
CCOc1cc(C2c3c(n[nH]c3C)C(=O)N2c2ccc(Br)cc2)ccc1O (configuration not stated),-11,i,i,i,1,2,i,i,i,i,-2
CC(OC(=O)c1ccc2c(=O)n3c(nc2c1)CCCCC3)C(=O)Nc1ccc(Cl)cn1 (configuration not stated),-4,i,i,i,-4,·,i,i,i,i,-3
Cn1ncc(C#N)c1/N=C/N1CCCCC1,-5,i,i,i,3,0,i,i,i,i,-5
COc1ccc(N2C(=O)/C(=C/c3ccc([N+](=O)[O-])cc3)N=C2C)c(OC)c1,1,i,i,i,-3,-2,i,i,i,i,1
Cc1ccc(S(=O)(=O)N2CCOCC2)cc1NC(=O)COC(=O)CCOc1ccc(C(C)(C)C)cc1,-18,8*,i,i,0,-3,i,i,i,i,4
O=[N+]([O-])c1ccc(Cl)c(S(=O)(=O)N2CCCCCC2)c1,-8,i,-11*,i,3,-2,i,i,i,i,2
C(=N\n1cnc2ccccc21)/c1cccnc1,-8,i,i,i,-3,2,i,i,i,i,13
Cc1nc2sccn2c1P(c1c(C)nc2sccn12)c1c(C)nc2sccn12,-3,i,i,i,0,·,i,i,i,i,-1
COc1ccc(OCCNC(=O)CCCO)cc1,-6,i,i,i,0,0,i,i,i,i,·
Cc1ccc2c(c1)nnn2C1CCN(S(=O)(=O)c2ccc(C(=O)N3C(C)CCCC3C)cc2)CC1 (configuration not stated),-11,i,i,i,0,·,i,i,i,i,1
CC(=O)Nc1sc2c(c1C(c1ccc(F)cc1)N1CCOCC1)CCCC2 (configuration not stated),-12,i,i,i,1,2,i,i,i,i,1
CN(CCO)C(=O)C1CCN(c2ncc(C(F)(F)F)cc2Cl)CC1,-9,i,i,i,0,-3,i,i,i,i,-2
Cc1ccc(Cl)cc1NC(=S)NCCCSC1CCCCC1,-14,8*,i,i,0,-1,i,i,i,i,·
O=C(NCc1ccccc1)c1noc2c1CCCC2,-12,i,i,i,0,-3,i,i,i,i,-1
Cc1c(C)n(C)c2ccc(C(=O)NCCCN3CCN(c4ccc(F)cc4)CC3)cc12,-16,i,i,i,-2,-2,i,i,i,i,3
O=C(COC(=O)c1ccc(S(=O)(=O)N2CCOCC2)cc1)NC1CCCCCCC1,-7,i,i,i,0,1,i,i,i,i,-8
COc1ccc(S(=O)(=O)N2CCN(CC(=O)Nc3ccc(C)c(F)c3)CC2)cc1,-7,i,i,i,1,·,i,i,i,i,6
COCCn1nnnc1C(c1ccccc1OC)N1CCN(c2ccccc2F)CC1 (configuration not stated),-2,i,i,i,2,-1,i,i,i,i,-6
O=C1NCCSC1c1ccccc1 (configuration not stated),-7,i,i,i,2,-4,i,i,i,i,·
Cc1ccc(O)c(NC(=O)c2cccc(S(=O)(=O)N3CCCCC3)c2)c1,-8,i,i,i,2,0,i,i,i,i,-4
CC(=O)N1N=C(c2ccc(C)cc2)OC1c1ccc(C(C)C)cc1 (configuration not stated),-9,i,i,i,-4,3,i,i,i,i,-8
C/C(=N/NC(=O)CNC(=O)c1cccs1)c1ccco1,2,i,i,i,-1,-1,i,i,i,i,-2
Cc1cnc(C(=O)Nc2ccc(S(=O)(=O)NCC(C)C)cc2)cn1,-7,i,i,i,-1,-2,i,i,i,i,5
CCOC(=O)c1c(NC(=O)COC(=O)c2ccc(Cl)nc2)sc(C(=O)N(C)C)c1C,-11,i,i,i,2,-5,i,i,i,i,2
CCCCOP(=O)(c1ccc(N(C)C)cc1)C(O)c1cccnc1 (configuration not stated),-9,i,i,i,-4,-4,i,i,i,i,0
CCOc1ccccc1N1CCN(CC(=O)c2c(N)n(C)c(=O)n(C)c2=O)CC1,-3,i,i,i,0,0,i,i,i,i,-1
Cc1cccc(C)c1N1CCN(c2nc(N(C)C)oc(=O)c2C#N)CC1,-15,i,i,i,-2,-3,i,i,i,i,1
Cc1ccc(S(=O)(=O)n2nc(C)c(S(=O)(=O)N3CCOCC3)c2C)cc1,-7,i,i,i,-4,0,i,i,i,i,-5
COc1ccc(C2C(C#N)=C(N)Oc3n[nH]c(C)c32)cc1CSc1ccccn1 (configuration not stated),-2,i,i,i,-5,1,i,i,i,i,5
Cc1cc(N2CCCC2)nc2ccccc12,-7,i,i,i,1,-2,i,i,i,i,-2
COc1ccc(C(=O)OCC(=O)N(C)C2CCS(=O)(=O)C2)cc1S(=O)(=O)N1CCCc2ccccc21 (configuration not stated),-4,i,i,i,-2,-3,i,i,i,i,-6
O=C(C(=O)N1CCN(C(=O)c2ccco2)CC1)c1c[nH]c2ccccc12,-6,i,i,i,-2,-1,i,i,i,i,-1
O=C1COc2ccc(C(=O)CSc3nnc(Cc4cccs4)n3-c3ccccc3)cc2N1,-20,i,i,i,-1,0,i,i,i,i,2
O=C(N/N=C/c1ccc(Cl)cc1)c1sccc1OCc1ccc(F)cc1,0,i,i,i,1,0,i,i,i,i,-1
FC(F)(F)c1cc(Cl)c2nc(-c3ccccc3)cn2c1,-5,i,i,i,3,-1,i,i,i,i,3
O=c1[nH]c2ccc(S(=O)(=O)N3CCCC3)cc2[nH]1,-3,i,i,i,-7,0,i,i,i,i,0
CCCCNC(=O)CCn1c(=S)[nH]c2cc3c(cc2c1=O)OCO3,-6,i,i,i,0,-3,i,i,i,i,0
CCC1CCCCN1C1Sc2ccc(C(=O)OC)cc2NC1=O (configuration not stated),-23,i,i,i,-3,1,i,i,i,i,1
O=C(CN1C(=O)NC2(CCCCCC2)C1=O)c1ccc(OC(F)F)cc1OC(F)F,-22,i,i,i,4,-1,i,i,i,i,2
COC(=O)c1[nH]c2ccccc2c1NC(=O)C(C)N1CCN(C(=O)c2ccco2)CC1 (configuration not stated),-6,i,i,i,2,0,i,i,i,i,-9
O=C(CSc1ncn[nH]1)N1N=C(c2ccc(Cl)cc2)CC1c1ccco1 (configuration not stated),0,i,i,i,1,0,i,i,i,i,6
CSc1nc(Oc2ccc(=O)[nH]n2)nc(N(C)C)n1,-7,i,i,i,0,-27,i,i,i,i,-2
CN=C1SC(CC(=O)Nc2c(C)cccc2C)C(=O)N1/N=C/c1cccs1 (configuration not stated),-7,i,i,i,-2,-1,i,i,i,i,-5
Cc1noc2ncc(C(=O)c3cc(F)ccc3O)cc12,·,·,·,i,2,-1,·,·,·,i,-1
CCCCN1C(=S)SC(C)(C)C1/[N+]([O-])=C/c1ccc(S(=O)(=O)NC)cc1 (configuration not stated),-10,i,i,i,4,-4,i,i,i,i,2
Cc1ccc(N/C=C/C(=O)c2ccco2)c(O)c1,-13,i,i,i,-2,-2,i,i,i,i,1
Cc1cccc(N2CCN(C(=O)c3cccc(N4C(=O)C5C6C=CC(C6)C5C4=O)c3)CC2)c1C (configuration not stated),-11,i,i,i,-1,-1,i,i,i,i,-5
CCC(=O)N1CCN(c2ccc(NC(=O)c3ccc(C#N)cc3F)cc2Cl)CC1,-7,i,i,i,-3,-1,i,i,i,i,-3
N/C(=N\OC(=O)c1cccc2ccccc12)c1ccncc1,-14,i,i,i,-6,3,i,i,i,i,12
CC(=O)Nc1cccc(/C(C)=N/NS(=O)(=O)c2ccccc2)c1,0,i,i,i,2,-5,i,i,i,i,-3

# As a short view, two of the compounds above:
SMILES,hERG protect,KCNQ1 block,KCNK9 block,PolyA inhibitor,GSK3B inh,GSK3A inh,RGS4 pot,RGS4 inh,KCNQ1 act,KCNK3 inh,Dyrk1A ADPGlo
O=c1[nH]c2ccc(S(=O)(=O)N3CCCC3)cc2[nH]1,-3,i,i,i,-7,0,i,i,i,i,0
CCCCNC(=O)CCn1c(=S)[nH]c2cc3c(cc2c1=O)OCO3,-6,i,i,i,0,-3,i,i,i,i,0

# More compounds:
SMILES,hERG protect,KCNQ1 block,KCNK9 block,PolyA inhibitor,GSK3B inh,GSK3A inh,RGS4 pot,RGS4 inh,KCNQ1 act,KCNK3 inh,Dyrk1A ADPGlo
COc1cc(NC(=O)c2ccc(C)c([N+](=O)[O-])c2)ccc1NC(=O)c1ccco1,-6,i,i,i,2,-1,i,i,i,·,·
Cc1c(NC(=O)C(C)OC(=O)c2ccc(Br)o2)c(=O)n(-c2ccccc2)n1C (configuration not stated),-8,i,i,i,1,-2,i,i,i,i,1
OCCCCCNc1ncnc2ccccc12,-12,i,i,i,-23,-2,i,i,i,i,4
O=C(c1ccc2ccccc2c1)C1CCCN(C(=O)CN2C(=O)CSC2=O)C1 (configuration not stated),-10,i,i,i,0,0,i,i,i,i,6
CC(=O)n1c2ccccc2c2c1c1ccccc1n2C,-5,i,i,i,0,-3,i,i,i,i,-5
